Source: PubChem BioAssay
CHRM4 agonist: human M4 muscarinic receptor agonists, primary screen, CHO-K1 cells, Fluo-8 calcium fluorescence; AID 624127, 2012; Muscarinic acetylcholine receptor M4 (Homo sapiens), P08173; activation, % at 3 µM; actives 0.14% (n = 360,000); CHO-K1 hM4/Gqi5; vehicle 0%, full acetylcholine response 100%;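 active = activation above the run mean over all test wells plus 3 SD, cut at about 32% in these data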;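 note: peak over basal fluorescence ratio per well then scaled between controls; 0% = DMSO wells and 100% = acetylcholine at EC100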
Target sequence (P08173 whole entry, looked up): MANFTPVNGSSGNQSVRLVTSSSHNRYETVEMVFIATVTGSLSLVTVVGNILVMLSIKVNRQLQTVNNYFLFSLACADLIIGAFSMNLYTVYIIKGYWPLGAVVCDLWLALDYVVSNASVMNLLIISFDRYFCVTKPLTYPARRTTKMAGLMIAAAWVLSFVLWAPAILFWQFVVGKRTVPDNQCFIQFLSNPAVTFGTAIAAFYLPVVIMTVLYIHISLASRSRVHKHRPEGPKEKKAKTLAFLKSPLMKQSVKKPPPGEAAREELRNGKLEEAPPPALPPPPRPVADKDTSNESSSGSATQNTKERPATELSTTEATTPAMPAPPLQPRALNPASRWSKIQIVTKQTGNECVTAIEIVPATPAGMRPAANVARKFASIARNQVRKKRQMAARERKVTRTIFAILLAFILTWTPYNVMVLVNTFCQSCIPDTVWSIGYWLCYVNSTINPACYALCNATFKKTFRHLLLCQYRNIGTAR
IDE cell inh: human IDE inhibitors in live cells, primary screen, fluorescence polarization, HEK cells, FAbetaB substrate; actives 0.41% (n = 320,000); Insulin-degrading enzyme (Homo sapiens), P14735; FAbetaB cleavage; inhibition, % at 5.59 µM;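 active = percent inhibition above the average of all tested compounds plus 3 SD, set per screening campaign, cut at about 16% in these data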;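 note: IDE supplied by intact live HEK cells; FP after avidin binding of uncleaved biotin substrate so inhibition keeps polarization high; 0% = DMSO wells and 100% = 60 µM reference IDE inhibitor Ii1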
CRFR2-BP ag: agonists of CRF-BP/CRF-R2 complex, primary screen, cell-based, HEK293, calcium dye fluorescence, uHTS; calcium dye fluorescence (FLIPR); percent of saturating CRF peptide response; AID 588473, 2011; actives 0.46% (n = 350,000); CRF-binding protein / CRF receptor 2 complex (human); activation, % at 13.2 µM;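 active = activation of at least 50%, plus an integration ratio under a set limit after plate pattern correction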;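 note: plate controls were neutral control wells without compound for no effect and CRF at EC100 for full effect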
CHRM4 antagonist: human M4 muscarinic receptor antagonists, primary screen, CHO cells, Fluo-8 calcium fluorescence. actives 0.73% (n = 360,000). Muscarinic acetylcholine receptor M4 (Homo sapiens), P08173. AID 624125, 2012. CHO-hM4 cells, ACh EC80. inhibition, % at 3 µM;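 active = inhibition above its plate's cutoff, the mean inhibition of sample wells plus 3 SD, cut at about 27% in these data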;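 note: 0% = acetylcholine EC80 with DMSO and 100% = DMSO without agonist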
CHRM5 PAM: human M5 muscarinic receptor positive allosteric modulators, primary screen, CHO-K1 cells, Fluo-8 calcium fluorescence; Muscarinic acetylcholine receptor M5 (Homo sapiens), P08912; CHO-K1 hM5, ACh EC20 PAM; 0% = ACh EC20, 100% = ACh EC100; activation, % at 3 µM; actives 0.3% (n = 360,000); AID 624038, 2012;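 active = activation above the run cutoff, the mean activation of all test compounds plus 3 SD, cut at about 18% in these data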
Target sequence (P08912 whole entry, looked up): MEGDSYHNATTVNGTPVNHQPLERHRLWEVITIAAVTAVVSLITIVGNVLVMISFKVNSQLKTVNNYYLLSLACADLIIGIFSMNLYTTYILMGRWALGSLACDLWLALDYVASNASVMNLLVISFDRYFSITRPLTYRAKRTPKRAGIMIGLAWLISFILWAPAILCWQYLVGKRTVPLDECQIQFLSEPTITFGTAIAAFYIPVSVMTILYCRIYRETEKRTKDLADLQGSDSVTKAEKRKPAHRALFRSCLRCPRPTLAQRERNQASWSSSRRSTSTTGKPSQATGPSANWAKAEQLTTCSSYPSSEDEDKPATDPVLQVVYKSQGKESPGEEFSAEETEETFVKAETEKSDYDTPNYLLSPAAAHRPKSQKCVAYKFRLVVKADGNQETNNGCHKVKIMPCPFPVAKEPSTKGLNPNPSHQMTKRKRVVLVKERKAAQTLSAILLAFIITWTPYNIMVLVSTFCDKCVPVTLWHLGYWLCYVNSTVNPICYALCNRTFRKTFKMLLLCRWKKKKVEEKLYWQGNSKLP
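Measured by: Fluo-8 calcium fluorescence; material: human M5 receptor in CHO-K1 cells; schedule: Post-acetylcholine fluorescence recording 140 s; benchmarks: low control EC20 acetylcholine (0%), high control EC100 acetylcholine (100%); read-out: Max/basal fluorescence ratio as % of EC20–EC100 ACh window; compound: single dose, 3 µM nominal final test concentration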
CHRM5 antagonist: human M5 muscarinic receptor antagonists, primary screen, CHO cells, Fluo-8 calcium fluorescence; inhibition, % at 3 µM; AID 624040, 2012; CHO-hM5 cells, ACh EC80; actives 0.59% (n = 360,000); Muscarinic acetylcholine receptor M5 (Homo sapiens), P08912;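 active = inhibition above a per-plate cutoff, the mean of that plate's test compounds plus 3 SD, cut at about 27% in these data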;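 note: 0% = acetylcholine EC80 with DMSO and 100% = DMSO without agonist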
CRFR2-BP antag: antagonists of CRF-BP/CRF-R2 complex, primary screen, cell-based, HEK293, calcium dye fluorescence, uHTS | CRF-induced calcium fluorescence | inhibition, % at 11.8 µM | AID 588475, 2011 | actives 0.59% (n = 350,000);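 active = inhibition of the ligand-induced calcium signal above about 50% at the single tested concentration, limit read from the data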
CHRM4 PAM: human M4 muscarinic receptor positive allosteric modulators, primary screen, CHO-K1 cells, Fluo-8 calcium fluorescence. Muscarinic acetylcholine receptor M4 (Homo sapiens), P08173. CHO-K1 hM4/Gqi5, ACh EC20; 0% = ACh EC20, 100% = maximal ACh. activation, % at 3 µM. actives 0.4% (n = 360,000). AID 624126, 2012;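 active = activation above its plate's cutoff, the mean activation of sample wells plus 3 SD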; note: some results filed as inactive read as strong as hits
M5 ag: human M5 muscarinic receptor agonists, primary screen, CHO-K1 cells, Fluo-8 calcium fluorescence; actives 0.19% (n = 360,000); AID 624037, 2012; activation, % at 3 µM; Muscarinic acetylcholine receptor M5 (Homo sapiens), P08912; CHO-K1 hM5 cells; 0% DMSO wells, 100% maximal acetylcholine response;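 active = activation above the run's mean over test compounds plus 3 SD, cut at about 23% in these data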;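 note: signal is peak over basal fluorescence ratio across the kinetic read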
Active calls of the source: *; nt = not tested or not shown.

Sample of the layout, four compounds:
CHRM4 agonist,IDE cell inh,CRFR2-BP ag,CHRM4 antagonist,CHRM5 PAM,CHRM5 antagonist,CRFR2-BP antag,CHRM4 PAM,M5 ag,SMILES
1,3,3.0,6,4,-6,-4,-1,-3,COc1cccc(C(=O)COC(=O)c2ccc(NC(=O)c3ccccc3)cc2)c1
1,1,-0.7,7,-1,0,8,6,4,O=C(CCc1ccccc1Cl)Nc1cc2c(cc1C(=O)O)OCCCO2
0,1,-0.1,7,2,-5,11,-5,-6,Cc1ccc(-n2nnnc2Sc2nc([N+](=O)[O-])nn2C)cc1C
0,2,-3.8,2,12,-7,-4,4,0,Nc1n[nH]c(C2CC2)c1N=Nc1ccc(Cl)cc1

The listing, from the first entry:
CHRM4 agonist,IDE cell inh,CRFR2-BP ag,CHRM4 antagonist,CHRM5 PAM,CHRM5 antagonist,CRFR2-BP antag,CHRM4 PAM,M5 ag,SMILES
1,3,3.0,6,4,-6,-4,-1,-3,COc1cccc(C(=O)COC(=O)c2ccc(NC(=O)c3ccccc3)cc2)c1
1,1,-0.7,7,-1,0,8,6,4,O=C(CCc1ccccc1Cl)Nc1cc2c(cc1C(=O)O)OCCCO2
0,1,-0.1,7,2,-5,11,-5,-6,Cc1ccc(-n2nnnc2Sc2nc([N+](=O)[O-])nn2C)cc1C
0,2,-3.8,2,12,-7,-4,4,0,Nc1n[nH]c(C2CC2)c1N=Nc1ccc(Cl)cc1
2,-1,0.5,3,0,1,0,-2,2,c1ccc(-n2ncc3c2ncn2nc(-c4ccco4)nc32)cc1
1,2,-1.4,1,5,5,6,9,3,CC(C)NC(=O)N(C)C[C@H]1Oc2ccc(NS(=O)(=O)c3ccccc3)cc2C(=O)N([C@H](C)CO)C[C@@H]1C
0,5,-1.2,-3,-1,5,1,4,2,CN(C(=O)c1ccc(Br)cc1)C1CCS(=O)(=O)C1 (configuration not stated)
0,1,-1.7,4,-2,2,5,-4,-3,O=C1C2CCCCC2C(=O)N1c1ccc(NC2CCCCC2)c([N+](=O)[O-])c1 (configuration not stated)
1,2,3.9,-1,-8,-5,7,-6,1,Cc1ccc(-n2c(SCC(=O)Nc3cccc(S(=O)(=O)NC4=NCCCCC4)c3)nc3ccccc3c2=O)cc1
1,-1,-1.1,-8,1,-1,-1,10,1,Cc1ccc2[nH]cc(C(=O)CN3CCOCC3)c2c1

Other results:
CHRM4 agonist,IDE cell inh,CRFR2-BP ag,CHRM4 antagonist,CHRM5 PAM,CHRM5 antagonist,CRFR2-BP antag,CHRM4 PAM,M5 ag,SMILES
1,4,2.3,-2,0,-2,2,2,0,CC(C)n1cc(/C=C2/SC(=O)N(CC(=O)Nc3ccc4c(c3)OCO4)C2=O)c2ccccc21
6,3,1.6,-3,-5,7,6,6,-4,COc1ccc(CCNC(=O)c2cc3c(=O)n4ccccc4nc3n(Cc3ccco3)c2=N)cc1OC
1,4,0.1,4,-2,-5,6,-1,1,CON=C1CCN(c2ncc(C(F)(F)F)cc2Cl)CC1
3,4,0.8,-3,-9,15,23,3,-4,O=C1CCN(CCc2ccccc2)CCN1[C@H](CSc1ccc(Br)cc1)c1ccccc1
6,-2,1.1,-1,-9,5,2,-3,3,Cc1cc(C(=O)COC(=O)c2cccnc2Cl)c(C)n1CC1CCCO1 (configuration not stated)
4,5,-0.2,-2,-7,-2,-15,-2,-1,O=C(Oc1ccc(Cl)cc1)c1ccc(N2CCOCC2)c([N+](=O)[O-])c1
-2,3,0.3,-9,3,0,1,-7,0,CC(C)C(NC(=O)CSc1ccc(Cl)cc1)C(C)C
1,-8,-0.6,30*,-16,10,-1,-14,-10,CCCCCC#CCN1CCN(C23CC4CC(CC(C4)C2)C3)CC1
16,14,1.3,-2,-10,-7,-1,-10,7,Cc1cc(OCc2cc(C(=O)N3CCN(C)C(=O)[C@@H]3C)no2)cc(C)c1Cl
1,0,2.9,-7,1,-2,12,3,1,Cc1ccc(S(=O)(=O)N2CCC(C(=O)Nc3cc(C(F)(F)F)ccc3N3CCOCC3)CC2)cc1C

Additional records follow:
CHRM4 agonist,IDE cell inh,CRFR2-BP ag,CHRM4 antagonist,CHRM5 PAM,CHRM5 antagonist,CRFR2-BP antag,CHRM4 PAM,M5 ag,SMILES
4,4,-2.3,-6,-3,22,32,1,2,COc1ccccc1NCCC(=O)OCC(=O)Nc1cc([N+](=O)[O-])ccc1F
4,-1,0.4,8,-11,13,4,-5,-4,COc1ccc(C(=O)NCc2ccc3c(c2)OCO3)cc1S(=O)(=O)N(C)Cc1ccccc1
1,0,-2.0,-10,-2,0,32,11,1,COc1ccc(N2C(=O)CC(SCC(=O)O)C2=O)cc1 (configuration not stated)
20,0,1.7,17,-24,31*,-6,-12,-2,O=C(Nc1cccc(C(=O)Nc2ccc(Br)cc2)c1)c1ccccc1
0,3,-3.4,-7,-5,-2,15,6,-1,CCOc1ccccc1/C=N/Nc1ccccc1[N+](=O)[O-]
-2,-3,1.7,-1,-8,16,21,-2,-5,O=C1COc2ccc(-c3csc(=Nc4ccc(OC(F)F)cc4)n3CC3CCCO3)cc2N1 (configuration not stated)
8,7,0.3,-2,1,-12,-5,-2,-2,COc1ccc(OC)c(CCNC(=O)Cn2ccc3cc(S(=O)(=O)N4CCCC4)ccc32)c1
0,1,-0.1,9,-1,-1,8,-11,-1,CN(Cc1ccccc1)Cc1nc2c(c(=O)n(C)c(=O)n2C)n1Cc1ccc(F)cc1
1,1,-1.1,0,8,-11,3,17,4,Cc1oc(C(=O)Nc2ccc(C(=O)O)cc2)cc1COc1ccccc1
2,3,-2.2,-16,4,14,3,3,-3,COc1ccc(C(CC(=O)O)N2Cc3ccccc3C2=O)cc1OC (configuration not stated)

Additional entries follow.
CHRM4 agonist,IDE cell inh,CRFR2-BP ag,CHRM4 antagonist,CHRM5 PAM,CHRM5 antagonist,CRFR2-BP antag,CHRM4 PAM,M5 ag,SMILES
2,0,-4.4,-3,4,-10,-4,9,2,CC(C)(C)C(=O)N1CCC(O)(CS(=O)(=O)Cc2ccccc2)CC1
0,-9,-0.3,-4,-5,21,-1,16,-2,C=CCn1c(SCC(=O)Nc2cc(C)on2)nnc1-c1ccccc1OC
1,-2,0.3,3,7,-2,17,8,-11,O=c1cc(CO)oc(CN2CCC(Cc3ccccc3)CC2)c1O
0,nt,2.8,-12,15,4,-5,11,-5,Clc1ccc(C=NN2CCCCCC2)cc1Cl
3,5,-1.4,13,-6,6,6,7,-3,COC(=O)c1ccc(Cn2cnc3c(cnn3-c3ccc(Cl)cc3)c2=O)o1
7,nt,nt,-20,-3,1,nt,9,-2,CCCCNC(=O)C[C@@H]1C[C@@]2(C(=O)OC)CC(C)(C)CC=C2N(Cc2ccc3c(c2)OCO3)C1=O
0,8,2.4,-13,12,0,-14,9,-5,CCC1(C)Cc2ccccc2-c2c1c(=O)n(-c1ccc(C)cc1)c1nnnn21 (configuration not stated)
11,2,-0.1,-4,-3,10,5,-22,4,CC(=O)N(c1cccc(Cl)c1)c1nc(C)cc(C)c1C#N
0,-7,-1.4,-8,3,5,-26,11,-1,CCOC(=O)c1cnc(SC)nc1N
3,nt,-3.3,-2,-2,-3,0,11,4,O=C(SCc1c(O)c2ccccc2oc1=O)c1ccccc1

Following part
CHRM4 agonist,IDE cell inh,CRFR2-BP ag,CHRM4 antagonist,CHRM5 PAM,CHRM5 antagonist,CRFR2-BP antag,CHRM4 PAM,M5 ag,SMILES
0,nt,3.8,-11,-3,1,-14,4,1,O=C(C=Cc1ccc2c(c1)OCO2)C=Cc1ccc2c(c1)OCO2
4,3,-1.4,-11,1,-7,17,1,4,COc1cc(CCC(=O)OCC(=O)Nc2ccc(F)cc2F)cc(OC)c1OC
0,nt,2.9,-5,10,-11,-23,3,1,CO[C@H](C(=O)N(C)C[C@@H]1OCc2ccccc2-c2c(n(C)c3ccccc23)C(=O)N([C@H](C)CO)C[C@@H]1C)c1ccccc1
2,nt,nt,8,2,4,nt,0,0,Cc1noc(C)c1-c1ccc(C(=O)NCCN2CCOCC2)c2occc12
2,2,0.3,11,-8,6,-15,-9,-2,CC(=O)N1CCc2cc(Br)cc(S(=O)(=O)N3CCN(C(=O)c4ccco4)CC3)c21
0,nt,-0.4,-4,-2,0,-2,3,-5,CSc1ccccc1NC(=S)NC1CCCC1
1,-4,0.5,1,5,3,-14,2,-8,Cc1c(C(=O)N(C)C2CC(C)(C)NC(C)(C)C2)oc2c(F)cccc12
1,7,4.7,-12,7,-4,-14,5,0,Cc1nc2nc(SCC(=O)c3ccccc3)[nH]c2cc1Br
1,4,0.1,2,8,1,3,12,2,Cc1noc(C)c1S(=O)(=O)N(C)C[C@H]1Oc2ccc(NS(=O)(=O)c3ccccc3)cc2C(=O)N([C@H](C)CO)C[C@@H]1C
1,-3,-1.4,-10,2,-6,-4,1,2,Cc1ccc(S(=O)(=O)NC(CC(C)C)C(=O)Nc2ccncc2)cc1 (configuration not stated)

New compounds follow.
CHRM4 agonist,IDE cell inh,CRFR2-BP ag,CHRM4 antagonist,CHRM5 PAM,CHRM5 antagonist,CRFR2-BP antag,CHRM4 PAM,M5 ag,SMILES
1,nt,4.4,-15,-1,-5,8,7,0,CC1CCCCC12NC(=O)N(CC(=O)N1CCN(S(=O)(=O)c3ccc(Cl)s3)CC1)C2=O (configuration not stated)
0,1,0.4,8,-1,5,-3,-5,-3,Cc1ccc(NC(=S)NC2CC3CCC(C2)N3Cc2ccco2)c(C)c1 (configuration not stated)
0,2,0.4,-4,10,4,-11,10,-2,CCOc1ccc(CCNC(=O)CCC(=O)c2cccs2)cc1OCC
6,-4,0.2,-6,-3,0,-3,6,-2,Cc1ccc(S(=O)(=O)NCc2ccccc2)cc1C(=O)N(C)CC(=O)Nc1c(Cl)cccc1Cl
5,2,-2.2,-5,-6,18,5,-3,-6,COc1cccc(/C=C/C(=O)c2ccc3c(c2)OCCO3)c1OC
